# PvdQ acylase: blocks Pseudomonas aeruginosa PvdQ acylase activity. AID 488965. 340,000 tested, 0.063% active. inhibition, % at 10 µM. purified PvdQ acylase, fluorescence plate reader; in the data active = inhibition above about 30%, passing the limit was not always enough; inconclusive = no clear call, values can overlap the other calls;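 also: 0% = vehicle neutral wells and 100% = reference inhibitor wells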
# MITF TRPM1 HTS: increases MITF-driven TRPM1 promoter luciferase signal. SK-MEL-5 TRPM1-promoter luciferase, 24 h; % of positive control, neutral wells = 0. 300,000 tested, 0.75% active. activation, % at 12.5 µM. AID 588334;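 active = mean activation of at least 80% with every replicate also reaching 80%; inconclusive = mean reaches 80% but some replicate falls short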;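 also: 0% = neutral control wells and 100% = parthenolide positive control wells; values of inactives mirror those of a sister screen read the other way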
# Wnt act: activates Wnt/beta-catenin signaling in a reporter cell assay. 300,000 tested, 1.2% active. AID 743398. activation, % at 9.35 µM. activator, plate reader; in the data active = activation above about 30%, passing the limit was not always enough; inconclusive = no clear call, values can overlap the other calls;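 also: 0% = neutral control wells and 100% = positive control wells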
# CDK5 inh: CDK5/p35 (human) kinase inhibition; Recombinant CDK5/p35, ADP-Glo luminescence, 60 min; inhibition, % at 10 µM; 330,000 tested, 0.01% active;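 active = highest replicate inhibition of at least 50% and at least 75% of replicates reaching 50%; inconclusive = only one of the two criteria met; inactive = both criteria failed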;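 also: plate controls were DMSO neutral control for no effect and GW8510 at 10 µM for full effect; many of its hits are not listed in these tables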
# Target sequence (Q00535 whole entry, looked up): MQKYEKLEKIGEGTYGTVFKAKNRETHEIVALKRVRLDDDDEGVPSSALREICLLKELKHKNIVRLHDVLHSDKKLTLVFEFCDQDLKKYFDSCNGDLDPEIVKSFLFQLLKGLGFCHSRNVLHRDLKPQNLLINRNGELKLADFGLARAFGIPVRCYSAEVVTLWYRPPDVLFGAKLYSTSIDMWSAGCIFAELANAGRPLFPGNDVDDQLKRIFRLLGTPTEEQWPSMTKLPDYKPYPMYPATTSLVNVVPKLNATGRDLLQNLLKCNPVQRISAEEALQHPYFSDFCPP
# Target sequence (Q15078 whole entry, looked up): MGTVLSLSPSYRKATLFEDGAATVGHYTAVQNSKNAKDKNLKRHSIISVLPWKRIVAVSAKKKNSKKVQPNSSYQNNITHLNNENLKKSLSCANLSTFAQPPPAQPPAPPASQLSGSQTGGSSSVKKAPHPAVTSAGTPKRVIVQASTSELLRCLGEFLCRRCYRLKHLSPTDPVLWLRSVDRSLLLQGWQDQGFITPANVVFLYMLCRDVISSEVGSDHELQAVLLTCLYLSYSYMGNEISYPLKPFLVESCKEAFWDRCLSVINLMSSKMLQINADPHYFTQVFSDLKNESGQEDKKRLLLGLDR
# HTR5A inv ag: counter-screen for OPRM1-OPRD1 inverse agonists: human HTR5A inverse agonism; inhibition, % at 9.3 µM; HTR5A cell line, luminescence; AID 504634; P47898; 340,000 tested, 0.083% active; in the data active = inhibition mostly above about 23%, no sharp cut-off; inactive = mostly below about 18%;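 also: 0% = cells with DMSO and 100% = no-cell wells with DMSO; some compounds called inactive have numbers as strong as hits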
# Target sequence (P47898 whole entry, looked up): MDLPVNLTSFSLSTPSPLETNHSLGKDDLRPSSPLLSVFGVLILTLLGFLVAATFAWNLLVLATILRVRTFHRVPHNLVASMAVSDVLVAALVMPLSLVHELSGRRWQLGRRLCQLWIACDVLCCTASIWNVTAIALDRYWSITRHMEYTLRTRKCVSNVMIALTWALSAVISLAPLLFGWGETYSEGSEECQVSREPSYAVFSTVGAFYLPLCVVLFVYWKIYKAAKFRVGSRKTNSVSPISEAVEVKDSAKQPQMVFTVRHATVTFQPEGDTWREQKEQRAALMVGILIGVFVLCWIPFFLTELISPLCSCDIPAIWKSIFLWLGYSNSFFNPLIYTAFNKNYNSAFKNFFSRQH
# V-ATPase pHluor: alters yeast V-ATPase proton transport; S. cerevisiae, pHLuorin cytosolic pH fluorescence; response, % at 10 µM; 350,000 tested, 0.37% active; AID 504577; in the data active = response mostly above about 7.3%, no sharp cut-off; inactive = mostly below about 5.4%; also: actives read high; inactives centre near 0; some compounds called inactive have numbers as strong as hits; reference of the scale not given here
# NSD2 inh: inhibitors of human histone methyltransferase NSD2. O96028. NSD2 peptide methylation, AlphaScreen, 120 min. inhibition, % at 12.5 µM. 310,000 tested, 0.54% active; in the data active = inhibition above about 50%
# dFosB act: enhances mouse delta FosB homodimer DNA binding; P13346; purified delta FosB, TAMRA-CDK5 oligo fluorescence polarization; percent of positive-control signal above neutral wells; activation, % at 25 µM; 340,000 tested, 0.99% active;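 active = mean activation above about 17%, with every replicate also reaching it, limit read from the data, passing the limit was not always enough; inconclusive = only one of the two conditions met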;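 also: fluorescence polarization rise as delta FosB binds a TAMRA Cdk5 AP-1 oligo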
# SR-BI HDL uptake: blocks mouse SR-BI lipid uptake from DiI-HDL; ldlA[mSR-BI] CHO cells, DiI-HDL uptake fluorescence, 3 h; inhibition, % at 12.5 µM; 320,000 tested, 0.96% active;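 active = mean replicate inhibition of at least 70% and a set share of replicates each scoring 70 or more; inconclusive = meets just one of the two criteria; inactive = fails both criteria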;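 also: 0% = median of neutral control wells and 100% = median of positive control wells; values of inactives mirror those of a sister screen read the other way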
# HTR5A ag ctr: counter-screen for OPRM1-OPRD1 agonists: human HTR5A agonism | activation, % at 9.3 µM | HTR5A agonist assay, luminescence, cell-based | P47898 | 340,000 tested, 0.61% active; in the data active = activation mostly above about 9.5%, no sharp cut-off; inactive = mostly below about 7.6%;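 also: 0% = cells with vehicle only and 100% = reference agonist; strong numbers were not always called active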
# * hit, by the source's call; u = inconclusive; x = not tested or not shown; & = joins results of further samples. Rows were taken by chance; any-hit rate near 5%.
nr	SMILES	PvdQ acylase	MITF TRPM1 HTS	Wnt act	CDK5 inh	HTR5A inv ag	V-ATPase pHluor	NSD2 inh	dFosB act	SR-BI HDL uptake	HTR5A ag ctr
1	CC(C)=CCOc1c2ccoc2c(OCC=C(C)C)c2oc(=O)ccc12	-11.7	-4.0	3.9	-0.9	-3.7	0.2	x	-1.8	12.1	3.9
2	Cn1c(Cn2nnc3ccccc32)nnc1SCC(N)=O	10.6	-8.3	-1.8	-0.2	-17.8	-3.5	-1.9	-1.3	5.2	-0.1
3	O=C(Cn1nnc(-c2ccccc2)n1)Nc1cccc(S(=O)(=O)N2CCOCC2)c1	0.1	0.5	-0.2	0.2	13.7	-1.2	0.8	-4.0	13.5	-4.5
4	CC(C)CCNC(=O)c1sc2ccc(S(=O)(=O)N3CCCCC3)cc2c1N	-15.4	-16.7	x	2.6	10.3	2.4	1.0	4.2	23.2	5.3
5	Cc1nc2ccccn2c1C(=O)CSc1ccccc1Cl	-0.4	1.9	-0.2	0.4	-20.1	-0.4	-0.5	-20.8	9.7	8.2
6	Cc1ccc(N2C(=O)CS(=O)C(c3ccccc3)C2=O)cc1C (stereo not given)	-6.6	42.8	22.1	5.4	-2.9	3.5	4.1	-11.1	1.3	1.0
7	Cc1ccc(S(=O)(=O)CCSc2n[nH]c(=O)n2-c2ccc3c(c2)OCCO3)cc1	3.7	x	-3.0	0.9	-10.2	7.7	-0.1	-8.1	x	4.6
8	CCCCCCn1cc(C(=O)O)c(=O)c2cc(F)c(N3CCN(C(=O)OCC)CC3)cc21	-13.0	7.3	-1.8	-0.7	16.5	-1.2	0.8	-3.6	18.3	-4.4
9	COC(=O)Cn1ccc2cc(S(=O)(=O)N3CCCCCC3)ccc21	-9.5	4.6	-1.1	-0.1	3.0	-1.1	-7.2	-2.9	11.2	-2.3
10	CC(C)CC(N=Cc1c(O)c2ccccc2oc1=O)C(=O)O (stereo not given)	-1.7	-12.8	14.9	0.2	-4.8	-0.6	-6.9	2.7	-8.4	1.7
11	COC(=O)C1CN(C(=O)C(C)Oc2ccc(C)c(C)c2)c2ccccc2O1 (stereo not given)	-12.6	1.4	-0.9	-0.1	18.7	0.1	-1.0	0.4	-11.4	-5.3
12	CCCCSCCCNC(=O)Nc1ccc(CC)cc1	-4.9	7.8	-0.2	-0.2	14.8	-2.7	-0.3	-7.2	4.0	0.0
13	CCC(=O)N1CCN(c2nc3ccc(Br)cc3s2)CC1	-8.2	70.7	20.4	x	18.6	1.0	21.1	-2.0	8.4	3.0
14	CC(C)NC(=O)CSc1ccccc1C(=O)NCc1ccc2c(c1)OCO2	1.2	10.2	x	1.7	10.1	-2.4	5.9	4.8	-14.7	-4.6
15	FC(F)Oc1ccc(-c2csc(=Nc3cccnc3)n2CC2CCCO2)cc1 (stereo not given)	-11.5	-15.3	-0.5	0.2	-26.9	0.6	4.5	-13.9	9.1	2.4
16	Clc1cccc(CN2CCc3c([nH]c4ccccc34)C2)c1Cl	-3.4	-6.0	1.1	0.4	-23.7	-0.6	1.5	1.9	35.6	6.5
17	CC(C(=O)NC1CCCCC1)N(Cc1ccc(F)cc1)C(=O)c1snc(C(N)=O)c1N (stereo not given)	-10.6	-1.8	-4.6	0.6	-1.9	-4.1	-3.8	-1.6	3.3	2.4
18	Cc1cccc(C)c1NC(=O)CSc1nnnn1C	9.0	-4.9	x	0.4	12.1	1.9	0.9	2.7	2.4	-1.4
19	Cc1c(NC(=O)C(C)Sc2nc3ccccc3c(=O)n2CCO)c(=O)n(-c2ccccc2)n1C (stereo not given)	-14.1	-4.3	x	0.1	-22.4	0.6	-1.9	3.1	-3.4	-1.0
20	c1ccc(CCc2nc(-c3ccc(-n4cccc4)cc3)no2)cc1	-1.3	10.9	-1.1	-1.1	-21.2	0.7	x	0.2	-6.4	8.2
21	CCCCCN(C(=O)CCC(=O)OC(C)C(=O)NCc1ccccc1)c1c(N)n(CCCC)c(=O)[nH]c1=O (stereo not given)	2.2	-2.8	0.5	-0.4	-11.6	0.4	1.6	-6.1	5.3	4.3
22	Cc1cccc(N2CCN(S(=O)(=O)c3cccc4nonc34)CC2)c1C	-14.2	1.7	x	-0.9	-7.3	0.9	-1.1	-1.7	-17.4	2.7
23	COc1ccc(N2CCN(C(c3cccs3)C(C)NS(C)(=O)=O)CC2)cc1 (stereo not given)	-3.0	3.3	x	-0.8	-0.6	0.6	1.6	4.4	-5.5	0.2
24	CC(=O)Nc1ccc(-c2csc(NC(=O)C3CSC4(C)CCC(=O)N34)n2)cc1 (stereo not given)	-20.1	-4.3	-0.1	-1.9	-5.7	4.4	-0.4	-2.3	32.6	2.1
25	COc1ccc(-c2nn(-c3ccccc3)cc2C(=O)N/N=C/c2ccc([N+](=O)[O-])o2)cc1	-8.5	-89.4	-3.7	-9.9	-9.2	1.3	0.9	3.7	66.1	3.2
26	CC(C)(C)S(=O)(=O)c1ccc2nc3c(n2c1)CCCC3	1.4	x	x	0.9	-17.4	2.8	-5.3	-10.4	-5.9	-2.2
27	CCS(=O)(=O)CCn1c([N+](=O)[O-])cnc1C	1.5	-10.8	3.3&-0.9	0.6	-13.1	5.5	x	-2.9	-6.1	-4.7
28	Cc1c(C)c2ccc(OCC(=O)N[C@@H](Cc3ccccc3)C(=O)O)cc2oc1=O	-1.7	5.7	3.8	0.0	7.2	0.0	x	-4.8	-6.5	5.4
29	COC(=O)c1ccc(CSc2nnnn2Cc2ccccc2)cc1	0.2	-1.1	x	2.0	-4.9	1.4	9.4	-9.1	-26.1	3.8
30	O=C(Nc1cc(-c2nc3ncccc3o2)ccc1Cl)c1ccco1	-2.3	2.9	1.2	0.2	11.6	2.7	x	-46.8	0.1	3.5
31	CC1CCc2nn(CC(=O)Nc3ccc(F)cc3F)cc2C1 (stereo not given)	-1.1	15.9	-2.5	-1.3	-3.0	1.9	x	-4.1	-13.1	1.1
32	Cc1cccc(N(C(=O)CS(=O)CC(=O)Nc2ccc3c(c2)OCO3)C(C)C(=O)NC2CCCC2)c1C (stereo not given)	-1.6	-12.9	4.0	-1.1	2.6	-3.5	-0.5	-7.9	x	-0.8
33	C=CCNC(=S)N/N=C/c1ccc(-c2ccc(OC)cc2)o1	6.5	-10.0	-0.2	0.0	-18.6	-1.3	-3.6	-3.0	u	6.5
34	Cc1ncc(C[n+]2ccc(C)c(C)c2)c(N)n1	2.8	7.4	-0.9	-0.4	-14.1	-4.1	x	6.3	-21.4	0.6
35	Cc1cc(OCc2nc3ccccc3s2)ccc1N	1.6	x	41.4*	0.2	-26.8	4.7	5.8	-1.0	5.9	2.5
36	O=C(c1ccc([N+](=O)[O-])cc1)N(Cc1ccccc1)Cc1ccccc1	-10.6	-11.7	0.5	0.9	13.1	-3.7	2.7	-1.6	6.7	-3.7
37	Cc1ccc(OCC(=O)N/N=C\c2cn(Cc3ccccc3)c3ccccc23)cc1C	-7.8	-15.7	5.1	-0.4	2.4	3.9	-1.8	-8.2	10.9	-1.0
38	CCn1cnc2c1c(=O)n(Cc1cccc(Br)c1)c(=O)n2Cc1ccccc1	4.8	6.7	1.9	-0.8	-14.7	-4.3	26.2	-5.2	9.4	5.5
39	COc1cc(CNn2nnnc2N)ccc1OCC(=O)NC(C)(C)C	-15.2	12.3	x	0.7	5.8	-2.8	0.4	2.7	-7.1	0.8
40	CCOC(=O)C(C)Oc1ccc(C2NC(=O)NC(C)=C2C(=O)Nc2ccccc2C)cc1 (stereo not given)	-15.2	1.8	0.5	0.7	16.2	4.9	x	2.8	8.7	-6.3
41	CC(C)CCNC(=O)CNC(=O)c1cccs1	-3.7	10.8	x	-1.4	-28.3	2.9	0.9	-3.1	-25.5	1.9
42	Cc1nn(C)cc1C(=O)c1ccccc1	5.2	x	-1.8	-0.5	13.0	-2.8	-0.1	7.0	-11.5	-6.3
43	Cc1ccc2c(CC(=O)O)coc2c1C	-7.4	-7.4	x	-7.4	10.1	3.0	-2.2	1.3	-24.1	2.7
44	CCOC(=O)/C(C#N)=C1\Nc2ccccc2N=C1N(CC(C)C)CC(C)C	-0.5	-10.5	x	-3.6	-0.7	-4.1	-0.5	-9.5	36.6	1.0
45	Cc1cc(C)c2c(NC(N)=S)n[nH]c2n1	-0.6	3.5	0.0	0.8	-9.1	-0.4	-4.1	3.3	x	4.6
46	CCn1cc(S(=O)(=O)NCCc2ccc(OC)c(OC)c2)cn1	2.4	-11.0	1.2	-1.7	10.6	1.7	3.5	-2.6	-19.2	0.1
47	Cc1noc(C)c1C(=O)NNc1ccc(C(C)C)cc1	-3.0	x	5.1	0.9	4.8	-1.0	-0.7	-4.7	8.5	0.0
48	O=C(CCN1C(=O)[C@H]2CC=CC[C@H]2C1=O)NCc1nc(-c2ccc(Cl)cc2)no1	-0.4	-5.5	-0.5	0.1	4.8	0.6	-1.4	4.7	6.1	-0.3
49	COc1ccc(NS(=O)(=O)c2ccc3oc(SC)nc3c2)cc1	-18.6	-8.3	-3.4	-0.8	-0.7	1.3	3.7	-6.3	-8.2	7.2
50	Cc1[nH]n(-c2ccccc2)c(=O)c1N=Nc1ccc(C(N)=O)cc1	-6.1	x	-2.4	0.7	3.1	-2.5	5.6	-6.3	24.8	-0.8
51	Cn1ncc(Cl)c(Oc2ccc(C(C)(C)C)cc2)c1=O	-11.7	3.6	-3.4	-0.4	12.9	1.1	-2.7	0.7	-25.5	-0.6
52	CCCCN1C(=S)NC[C@@H]1Cc1ccc(O)cc1	-11.5	7.9	0.5	1.0	7.5	-1.5	x	1.8	-22.4	-2.9
53	Cc1cccc(Cn2cnc3c(nnn3Cc3ccc(Cl)cc3)c2=O)c1	-10.3	-2.2	x	-15.7	-17.0	0.5	2.1	1.2	-9.6	5.2
54	Cc1nc2ncnn2c(C)c1CCC(=O)Nc1csc(N)n1	-19.6	-5.1	x	-2.5	-6.7	1.8	-1.6	3.3	-5.2	2.8
55	OCCN=C(c1ccccc1)C12CN3CN(CN(C3)C1)C2	-15.6	7.0	x	1.4	17.8	0.3	x	-4.1	-26.7	-8.1
56	CSCCC(NC(=O)c1ccoc1C)C(=O)O (stereo not given)	-12.3	-3.0	x	1.9	1.2	1.5	2.5	-0.3	-25.1	9.4
57	COc1cccc(C2=N/C(=C\N(C)C)C(=O)O2)c1	-1.0	x	-0.6	1.1	-30.9	0.6	-0.1	5.9	-20.5	-1.9
58	O=C(Nc1nnc(-c2ccccc2)s1)c1ccc(F)cc1	13.1	83.7*	12.4	-0.4	-21.5	-1.1	-5.2	-2.8	-4.8	0.3
59	CCOc1ccc(S(=O)(=O)N(CC(=O)NCc2cccnc2)c2ccc(C)cc2)cc1	4.6	-3.8	-2.0	1.8	-12.2	-0.9	1.1	-11.2	x	-3.5
60	CCOc1ccccc1C(=O)NCc1ccc2c(c1)OCO2	-17.3	9.4	x	0.5	-40.9	-1.0	-0.9	-4.6	3.4	-1.2
